DDE Tn6 FP inh = inhibitors of Tn6 peptide binding to fibrin DD(E), primary screen, biochemical, fluorescence polarization, human fibrin, Tn6 probe. Fibrinogen beta chain (Homo sapiens), P02675. Fibrin DD(E) TRITC-Tn6 fluorescence polarization displacement. inhibition, % at 8.3 µM. 370,000 compounds, 0.21% hits. AID 720509, 2013;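 active = inhibition above a per-campaign cutoff: mean of compounds within control limits plus 3 SD, cut at about 15% in these data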;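 also: 0% = median of all compound wells on the plate and 100% = blocking peptide control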
ADAM17 inh = ADAM17 inhibitors, primary screen, biochemical, QFRET; 370,000 compounds, 0.83% hits; inhibition, % at 6.95 µM; recombinant ADAM17, EDANS/DABCYL FRET peptide cleavage;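 active = inhibition above the mean of compounds lying between control limits plus 3 SD, set per campaign, cut at about 8.5% in these data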;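 also: 0% = DMSO-only wells as the low control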
PLC-gamma1 inh = PLC-gamma1 enzyme inhibitors, primary screen, biochemical, fluorescence, purified enzyme. 370,000 compounds, 0.84% hits. 1-phosphatidylinositol 4,5-bisphosphate phosphodiesterase gamma-1 (Homo sapiens), P19174. inhibition, % at 12.2 µM. AID 720700, 2013. fluorogenic substrate; in the data active = inhibition above about 9.5%
proKLK7 act = proKLK7 zymogen activators, primary screen, biochemical, fluorescence intensity. Kallikrein-7 (Homo sapiens), P49862. activation, % at 7 µM. purified proKLK7, EDANS-DABCYL substrate fluorescence; 100% is mature enzyme control, 0% vehicle. 370,000 compounds, 0.9% hits;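 active = activation above the mean of all tested compounds plus 3 SD, computed per campaign excluding outliers beyond control limits, cut at about 13% in these data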
TDP2 absorb = human TDP2 enzyme inhibitors, primary screen, biochemical, epi absorbance, recombinant enzyme; T5PNP hydrolysis, p-nitrophenol absorbance 415 nm; inhibition, % at 12.8 µM; 370,000 compounds, 0.34% hits;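 active = inhibition above the mean of all tested compounds plus 3 SD, set per campaign, cut at about 25% in these data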;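 also: 0% = DMSO with enzyme and 100% = buffer with substrate but no TDP2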
Target sequence (O95551 whole entry, looked up): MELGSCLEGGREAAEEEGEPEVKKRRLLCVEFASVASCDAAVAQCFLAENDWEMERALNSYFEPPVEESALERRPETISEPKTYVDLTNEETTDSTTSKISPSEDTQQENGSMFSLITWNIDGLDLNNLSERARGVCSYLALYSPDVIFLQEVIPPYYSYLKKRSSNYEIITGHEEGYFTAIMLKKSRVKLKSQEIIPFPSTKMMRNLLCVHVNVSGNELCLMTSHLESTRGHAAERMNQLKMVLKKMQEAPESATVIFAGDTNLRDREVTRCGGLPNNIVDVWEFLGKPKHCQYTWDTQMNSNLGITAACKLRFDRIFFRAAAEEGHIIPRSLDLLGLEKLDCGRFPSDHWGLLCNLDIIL
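System – recombinant human TDP2 · Amount – 120 nM TDP2 per well · Buffer or medium – Mg2+-containing Tris-HCl buffer, pH 7.5 · Reagent – T5PNP substrate, 5 mM · Dosing – 12.8 µM single point, 1% DMSO · Incubation – 2 h at 37 °C · Measured by – epi absorbance · Read-out basis – percent inhibition · Benchmarks – high control without enzyme, low control DMSO plus TDP2 · Repeats – singlicate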
Tn7 DDE FP = inhibitors of Tn7 peptide binding to fibrin DD(E), primary screen, biochemical, fluorescence polarization, human fibrin, Tn7 probe; inhibition, % at 8.3 µM; 370,000 compounds, 0.13% hits; AID 720508, 2013; FP displacement of FITC-Tn7 peptide from fibrin DD(E); 0% = median of compound wells per plate;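 active = inhibition above the mean of compounds falling within the control limits plus 3 SD of them, cut at about 14% in these data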;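 also: 0% = plate median of compound wells and 100% = 10 µM Aha-Tn7 peptide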
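Test system: human clot-derived fibrin DD(E) complex / Quantity: 2 µM final DD(E) protein / Incubation: 10 min plus 3 h, room temperature / Measured by: fluorescence polarization / Benchmarks: high control of 10 µM Aha-Tn7 peptide / Replicates: singlicate testing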
ASAP1 GAP inh = inhibitors of human ASAP1 ArfGAP activity, primary screen, biochemical, fluorescence polarization; inhibition, % at 16.5 µM; 360,000 compounds, 0.19% hits; ASAP1-stimulated ARF1 GTP hydrolysis, GDP FP detection; AID 624377, 2012; Arf-GAP with SH3 domain, ANK repeat and PH domain-containing protein 1 (Homo sapiens), …; in the data active = inhibition above about 25%;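 also: 0% = vehicle with enzyme and substrate and 100% = no enzyme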
Target sequence (Q9ULH1 325-724 limits assumed): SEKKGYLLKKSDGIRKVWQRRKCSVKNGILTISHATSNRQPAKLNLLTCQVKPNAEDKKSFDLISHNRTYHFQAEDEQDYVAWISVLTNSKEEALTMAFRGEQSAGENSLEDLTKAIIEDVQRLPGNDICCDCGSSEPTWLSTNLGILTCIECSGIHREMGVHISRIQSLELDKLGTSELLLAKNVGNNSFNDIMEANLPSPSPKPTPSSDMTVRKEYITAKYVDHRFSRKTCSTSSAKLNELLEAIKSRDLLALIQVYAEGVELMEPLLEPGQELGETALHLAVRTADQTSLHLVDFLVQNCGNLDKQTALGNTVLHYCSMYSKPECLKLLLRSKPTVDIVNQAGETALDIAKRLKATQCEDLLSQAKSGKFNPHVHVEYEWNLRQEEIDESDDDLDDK
ADAM10 inh = human ADAM10 inhibitors, primary screen, biochemical, QFRET, HTS; Disintegrin and metalloproteinase domain-containing protein 10 (Homo sapiens), O14672; recombinant ADAM10, EDANS/DABCYL FRET peptide cleavage, 3 h; inhibition, % at 7 µM; 370,000 compounds, 0.62% hits;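 active = inhibition above a per-campaign cutoff equal to the mean of compounds falling between control-based bounds plus 3 SD, cut at about 20% in these data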;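 also: 0% = DMSO wells while the 100% control is not disclosed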
ARFGAP1 inh = inhibitors of rat ARFGAP1 GAP activity, primary screen, biochemical, fluorescence polarization, GDP tracer; Arfgap1-stimulated ARF1 GTP hydrolysis, GDP FP detection; AID 651572, 2012; 360,000 compounds, 0.26% hits; inhibition, % at 16.5 µM;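 active = inhibition above a per-plate limit, mean inhibition of low control wells plus 3 SD, cut at about 25% in these data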;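 also: 0% = DMSO wells with enzyme and 100% = wells lacking Arfgap1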
Target sequence (Q62848 1-136 limits assumed): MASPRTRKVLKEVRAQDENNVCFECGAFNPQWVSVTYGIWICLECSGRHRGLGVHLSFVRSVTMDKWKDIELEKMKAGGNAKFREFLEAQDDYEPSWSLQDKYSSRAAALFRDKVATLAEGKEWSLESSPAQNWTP
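material = rat Arfgap1 catalytic domain, aa 1-136 | also added = human ARF1(Δ1-17)-GTP substrate | compound dosing = one concentration, 16.5 µM, DMSO 1.26% | times = GTP hydrolysis reaction 2 h at 25 °C | measured by = FP, GDP Alexa 633 tracer displaced from anti-GDP antibody, 620/688 nm | evaluation = percent inhibition of Arfgap1-stimulated GTP hydrolysis | replication = single well per compound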
LEDGF integ inh = blockers of LEDGF/p75-dependent integrase strand transfer – biochemical, TR-FRET, high throughput, primary screen. AID 743269, 2014. TR-FRET IN-LEDGF/p75 DNA integration, Eu/Cy5. 370,000 compounds, 0.64% hits. inhibition, % at 3.7 µM. HIV-1 integrase (with human LEDGF/p75);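 active = inhibition above the screen-wide mean plus 3 SD, cut at about 13% in these data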;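 also: signal is the Cy5 over europium emission ratio at 671 and 618 nm; 0% = plate median of compound wells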
* marks the source's active call; other numbers are inactive results. Rows were taken by chance, and some 4.2% of all compounds hit somewhere here.

SMILES	DDE Tn6 FP inh	ADAM17 inh	PLC-gamma1 inh	proKLK7 act	TDP2 absorb	Tn7 DDE FP	ASAP1 GAP inh	ADAM10 inh	ARFGAP1 inh	LEDGF integ inh
Cn1cccc1C(=O)OCC(=O)NCc1ccc2c(c1)OCO2	-3	-7	-3	-0.2	5	21*	13	-11	-9	1
Cc1ccc(C(=O)N2CCC3(CC2)Oc2ccc(Cl)cc2C(=O)C32CC(c3ccc(Cl)cc3)=NO2)s1 (configuration not stated)	-1	-3	1	0.0	9	0	3	-8	-4	-1
O=C(Cc1ccc(F)cc1)N1CCC2(CC1)NCCc1[nH]cnc12	-6	-1	2	0.5	9	0	-14	1	-1	4
CCN(C(=S)NC(=O)CCc1ccccc1)c1ccccc1	5	2	5	-0.2	11	-13	-4	-7	1	0
N#Cc1c(N)c(C(=O)c2ccc(Cl)cc2)n2c1CCC2	0	-2	-3	0.7	-2	0	10	1	4	1
Cc1ccc(N2CC(C)Cn3c2nc2c3c(=O)n(CC(=O)OCc3ccccc3)c(=O)n2C)cc1C (configuration not stated)	-1	-2	1	-0.4	9	-7	-9	-6	2	-4
COC(=O)CSc1nc(SCc2ccccc2Cl)nc2c1CCCC2	0	-1	1	0.7	11	-1	21	2	5	1
CCn1c(CNc2ccc(Cl)cc2)nnc1SCC(=O)NCc1ccccc1	-5	-9	-1	0.2	8	0	5	1	10	-1
CC(C)Cn1c(N)c(C(=O)COC(=O)C2Cc3ccccc3CN2S(C)(=O)=O)c(=O)n(C)c1=O (configuration not stated)	-1	-1	1	0.1	3	5	-3	-14	6	-2
CC(Cc1cccs1)NC(=O)c1cccc(Cl)c1 (configuration not stated)	-11	1	2	0.1	2	-7	-3	4	-9	2
CCCC(C(=O)NCC1CCCO1)N(Cc1ccccc1)C(=O)CNS(=O)(=O)c1ccccc1 (configuration not stated)	10	1	0	0.2	15	-7	-2	-4	1	-1
O=C1CCCN1CCC12CC3CC(CC(C3)C1)C2	0	-2	1	0.3	8	3	1	-13	-2	-4
O=C(NCCc1ccccc1)c1nc2ncccn2n1	-1	-2	-1	-0.2	4	1	1	5	3	1
CCN(CC)S(=O)(=O)c1ccc(-c2nnc(SCC(=O)Nc3ccc4c(c3)OCO4)o2)cc1	-7	0	-2	0.1	-9	-3	-8	-1	1	-2
O=C(Nc1ccccc1)c1ccc(Br)c(S(=O)(=O)Nc2ccccn2)c1	-4	2	-2	0.0	-16	1	2	2	0	2
CCC(C)Sc1ccc([C@@H]2[C@@H]3C(=O)N(C)C(=O)[C@@H]3[C@]3(C(=O)OC)CCCCN23)cc1OC (some centres not stated)	-1	3	-1	0.2	1	0	-13	5	3	-2
CC(=O)Nc1ccc(NC(=O)C(C)Sc2n[nH]c(=O)n2Cc2ccccc2)cc1 (configuration not stated)	1	-1	2	0.2	1	2	6	12	8	4
COc1cccc(NC(=S)NCCc2ccccn2)c1	0	4	1	0.0	1	5	-3	3	-1	5
Cc1ccc2c(CN(C)Cc3ccc(OC(F)F)cc3)cc(=O)oc2c1C	-3	-3	-4	-0.3	2	1	-9	1	-7	-1
NC(=O)c1ccc(Nc2ccc3nonc3c2[N+](=O)[O-])cc1	-2	-1	-2	-0.9	-14	3	-2	3	3	-2
COC(=O)CN1C(=O)C2(C(C#N)=C(N)Oc3ccccc32)C2=C1CC(C)(C)CC2=O (configuration not stated)	1	-2	0	0.2	4	7	-6	-1	6	-2
CCOc1ccc(Cl)cc1-c1cc(C(=O)Nc2ccc(F)cc2)[nH]n1	-7	7	1	0.3	-4	1	11	11	6	-2
Cc1ccc(NS(=O)(=O)c2cccc(C(=O)N3CCCCC3)c2)cc1	-6	-2	-2	-0.9	5	-3	7	-2	2	-1
COc1ccc(NC(=O)N2CCCC(c3nc(-c4ccc(F)cc4)no3)C2)cc1 (configuration not stated)	1	-4	0	0.1	10	1	10	-5	-15	5
CS(=O)(=O)c1cccc(C(=O)OCC(=O)Nc2ccc3c(c2)OCO3)c1	-8	-6	1	1.0	10	0	-6	-9	1	-1
COc1ccc(C(c2nnnn2Cc2cccs2)N2CCN(c3ccccc3F)CC2)cc1OC (configuration not stated)	-1	8	11*	0.3	-26	0	-5	16	-6	-1
COc1ccc2nc3cccc(OC)c3nc2c1	4	0	-173	-1.4	2	-1	-3	-4	7	-12
CCOC(=O)NCC(C)(C)CNC(=O)OCC	4	3	2	0.5	-9	-3	-4	7	-11	0
Cc1cc2c(cc1S(=O)(=O)Nc1c(C)cccc1C)n(C)c(=O)c(=O)n2C	11	-16	-20	2.1	2	-2	11	-51	-2	-2
CCOC(=O)c1[nH]n(-c2ccc(Cl)cc2)c(=O)c1C	-4	3	-9	0.6	0	-1	-12	-1	4	-4
Cc1cc(C)n2nc(SCC(=O)N(CCC#N)c3ccc(F)cc3)nc2n1	3	-6	5	0.6	-7	7	-3	6	-7	1
CC(C)Cc1nnc(NC(=O)c2cccc(S(=O)(=O)N3CCN(C)CC3)c2)s1	6	-3	4	0.1	-6	-7	-4	4	-6	1
CCC(=O)NC(=S)Nc1c(C)cc(Br)cc1C	5	5	6	0.4	-10	0	6	14	3	-3
Cc1noc(C)c1CSCC(=O)N(C)CC(=O)Nc1ccccc1Cl	-8	-3	1	-0.3	-5	-4	16	-5	4	-1
CC(CCc1ccco1)N(C)S(=O)(=O)c1csc(C(N)=O)c1 (configuration not stated)	2	-3	3	0.9	-1	0	-2	-10	7	0
Cc1ccc(CS(=O)(=O)c2cn(CC(=O)N3CCOCC3)c3ccccc23)cc1	-1	0	0	0.3	15	0	-2	1	-3	2
CCOc1ccc(Cn2c(=O)sc3ccccc32)cc1	-5	-1	8	-0.2	-4	-1	-10	-16	-12	2
CN(CCOc1ccccc1)c1ccc(S(=O)(=O)N2CCCCC2)cn1	3	-1	0	1.1	2	-3	7	3	-5	0
O=C(NC(=S)Nc1cccnc1)c1cccc(Cl)c1	4	2	2	-0.5	-10	-11	0	-13	6	1
O=C(c1cc(C2CC2)on1)N1CCCC(N2CCN(c3cccc(C(F)(F)F)c3)CC2)C1 (configuration not stated)	0	0	-1	0.8	1	6	-21	-3	2	1
COc1ccc(OC)c(NC(=O)CN2C(=O)COc3ccc(S(=O)(=O)N4CCCC4)cc32)c1	-1	0	0	0.2	-4	-6	4	-3	7	1
C#CCOc1nc2c(c(=O)n(C)c(=O)n2C)n1Cc1ccccc1	-1	0	2	-0.2	19	1	-9	1	-3	2
CCc1nnc(NC(=O)CSc2ccc(-c3ccccc3OC)nn2)s1	-3	0	-1	0.1	16	8	-7	5	-10	2
O=C(CSc1nc2ccc(NC(=O)C3CCCCC3)cc2s1)NCC1CCCO1 (configuration not stated)	3	-1	-1	-0.4	-1	4	4	1	7	-3
O=C(CN(C(=O)CNC(=O)c1ccco1)c1ccc(F)cc1)NC1CCCC1	8	-2	2	0.6	9	-4	5	-5	-8	1
CNC(=O)Nc1ccc(Cn2cc(C(F)(F)F)ccc2=O)cc1	6	-1	1	0.5	-4	3	-11	-1	4	1
COc1ccc2cc(C(=O)Nc3ccc(S(N)(=O)=O)cc3)sc(=O)c2c1OC	18*	-11	-30	1.6	-3	2	18	-36	25*	-2
